Screens: PubChem BioAssay, Sanford-Burnham Center for Chemical Genomics
SENP6 inh – inhibitors of human SENP6 protease. inhibition, % at 10 µM. 330,000 tested, 1.8% active. Recombinant SENP6 catalytic domain, aminoluciferin luminescence;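 active = inhibition above about 50% at the single tested dose, limit read from the data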;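 note: plate controls were DMSO wells with enzyme for no effect and DMSO wells lacking enzyme for full effect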
Target sequence (Q9GZR1 628-1112 limits assumed): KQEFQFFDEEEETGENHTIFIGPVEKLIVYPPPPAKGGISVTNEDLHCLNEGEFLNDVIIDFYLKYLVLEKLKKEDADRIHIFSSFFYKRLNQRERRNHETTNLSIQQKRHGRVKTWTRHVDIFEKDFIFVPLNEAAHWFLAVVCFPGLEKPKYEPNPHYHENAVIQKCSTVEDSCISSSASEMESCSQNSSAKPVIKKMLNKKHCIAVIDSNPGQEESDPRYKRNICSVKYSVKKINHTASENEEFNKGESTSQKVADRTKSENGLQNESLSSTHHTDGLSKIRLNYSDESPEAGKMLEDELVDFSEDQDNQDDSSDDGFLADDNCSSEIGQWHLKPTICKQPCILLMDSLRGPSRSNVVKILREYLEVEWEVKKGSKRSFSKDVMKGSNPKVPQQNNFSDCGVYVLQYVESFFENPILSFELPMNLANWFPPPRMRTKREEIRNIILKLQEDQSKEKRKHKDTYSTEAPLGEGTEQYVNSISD
SENP7 block – blocks the human protease SENP7; Q9BQF6; recombinant SENP7, Z-RLRGG-aminoluciferin luminescence, 40 min; inhibition, % at 5 µM; 330,000 tested, 1.5% active; AID 434973;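 active = inhibition above about 50% at the single test dose, limit read from the data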;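 note: plate controls were DMSO with enzyme for no effect and no enzyme buffer wells for full effect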
SENP1 FRET inh – blocks the human SENP1 SUMO protease catalytic domain | Q9P0U3 | recombinant SENP1 catalytic domain, CyPet-SUMO1-YPet FRET cleavage | inhibition, % at 10 µM | 360,000 tested, 0.21% active | AID 624204;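 active = inhibition at least 30% at 10 µM, raw YFP signal under a set limit, fluorescence ratio 0.5 to 1.5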;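 note: 0% = enzyme with DMSO and 100% = no enzyme wells; some results filed as inactive read as strong as hits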
Target sequence (Q9P0U3 419-644 limits assumed): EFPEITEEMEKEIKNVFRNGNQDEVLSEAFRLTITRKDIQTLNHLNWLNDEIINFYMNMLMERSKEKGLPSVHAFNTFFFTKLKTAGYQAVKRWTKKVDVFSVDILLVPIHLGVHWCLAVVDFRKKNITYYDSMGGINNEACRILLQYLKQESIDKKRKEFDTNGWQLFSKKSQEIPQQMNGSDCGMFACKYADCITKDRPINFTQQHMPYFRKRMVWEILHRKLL
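Material – human SENP1 catalytic domain · Input – SENP1 enzyme, 20 pM final · Compound dosing – single concentration of 10 µM compound, 0.5% DMSO final · Timing – enzyme reaction for 50 min at room temperature, dark · Measured by – FRET fluorescence in CFP and YFP emission channels · Control set – no-enzyme wells low, DMSO-plus-enzyme wells high control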
HKDC1 inh – inhibitors of human hexokinase HKDC1 | recombinant HKDC1, G6PDH/diaphorase resazurin coupled fluorescence | Q2TB90 | inhibition, % at 20 µM | AID 493160 | 340,000 tested, 0.16% active;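 active = inhibition above about 35% when tested at 20 µM, limit read from the data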;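 note: plate controls were DMSO wells with enzyme for no effect and DMSO wells lacking enzyme for full effect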
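test system = in-house recombinant HK5 (HKDC1) enzyme | amount = HKDC1 at 5 µg/mL | control set = DMSO-enzyme wells negative, buffer-substituted wells positive | compound = one dose of 20 µM, 1% DMSO | schedule = reaction time 90 min, room temperature, protected from light | technique = resorufin fluorescence at 613 nm | reagent = glucose with 1 mM ATP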
PfGluPho inh – PfG6PD (Plasmodium falciparum) enzyme inhibition; inhibition, % at 20 µM; PfGluPho enzyme, NADPH resazurin-diaphorase fluorescence; 350,000 tested, 0.78% active; AID 504690;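 active = inhibition reaching at least a set limit at 20 µM in the primary screen, cut at about 59% in these data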;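 note: 0% = DMSO wells with substrate and 100% = DMSO wells lacking glucose-6-phosphate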
UBC13 polyUb – blocks human UBC13 polyubiquitin chain formation; P61088; 330,000 tested, 0.47% active; TR-FRET; inhibition, % at 20 µM; AID 485273; in the data active = inhibition above about 45%, passing the limit was not always enough
Target sequence (P61088 whole entry, looked up): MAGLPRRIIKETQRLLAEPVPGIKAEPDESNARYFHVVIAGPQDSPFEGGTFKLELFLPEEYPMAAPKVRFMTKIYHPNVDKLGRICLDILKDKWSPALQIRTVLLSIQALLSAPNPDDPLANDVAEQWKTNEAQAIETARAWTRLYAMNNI
beta cell repl – induces beta-cell replication in MIN6 cells | proliferation, % at 10 µM | 330,000 tested, 0.29% active | MIN6 cells proliferation, ATPlite luminescence, 48 h; cells starved in 0.2% serum; 100% = growth in 10% serum;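 active = compounds whose signal lies at least 3.5 SD above the mean of all wells on their plate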;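 note: 0% = DMSO-treated cells in low-serum medium and 100% = 10% serum control; some compounds called inactive have numbers as strong as hits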
SENP8 block-1 – inhibitors of human SENP8 protease; recombinant SENP8, Nedd8 substrate fluorescence; Q96LD8; inhibition, % at 20 µM; 360,000 tested, 0.64% active; AID 602440; in the data active = inhibition mostly above about 40%, no sharp cut-off; inactive = mostly below about 27%
SENP8 block-2 – blocks the human protease SENP8. AID 2540. inhibition, % at 10 µM. Q96LD8. purified SENP8, Z-RLRGG-aminoluciferin cleavage, luminescence. 330,000 tested, 1.2% active; in the data active = inhibition above about 50%
Numbers without * were called inactive; x = not tested or not shown.

SMILES	SENP6 inh	SENP7 block	SENP1 FRET inh	HKDC1 inh	PfGluPho inh	UBC13 polyUb	beta cell repl	SENP8 block-1	SENP8 block-2
Cc1c(NC(=O)CN2C(=O)NC(C)(c3ccccc3)C2=O)c(=O)n(-c2ccccc2)n1C (stereo not drawn)	-14	-2	-1	5	-20	-1	-1	0	-4
CC(C)NCC(O)COc1cccc2ccccc12 (stereo not drawn)	-16	4	1	-9	8	6	3	8	5
CCOc1cc(S(=O)(=O)Nc2ccccn2)ccc1F	-1	4	1	-3	2	1	-2	-136	4
CCc1cc(=O)oc2cc(C)cc(OCC(=O)NCC3CCC(C(=O)O)CC3)c12 (stereo not drawn)	-7	-8	4	-4	3	15	-1	-153	-5
COc1ccc(CCNC(=O)C2CCN(c3ccc(N4CCOCC4)nn3)CC2)c(OC)c1	-7	-12	-63	-5	-10	4	-4	-369	-13
CCn1c(SCC(=O)NNC(=O)c2ccc(OC)cc2)nnc1C(C)C	-13	3	0	2	-8	-3	0	20	4
O=C(CC1C[C@H](C(=O)N2CCCCC2)[C@@]2(CCc3ccccc3)c3[nH]c4ccccc4c3CCN2C1=O)NCCc1ccccn1 (stereo partly drawn)	x	x	-12	-2	17	x	x	-7	x
CCOCCCNC(=S)Nc1ccc2nc(N3CCOCC3)cc(C)c2c1	-1	0	-29	4	-7	-3	-2	-298	2
CCOc1ccc(/C=C/C(=O)c2c(O)cc(C)oc2=O)cc1	10	3	-36	4	-16	-11	-5	-16	13
OC1CCN(c2c3c(nc4cc(-c5ccc(F)cc5)nn24)CCC3)CC1	-6	0	-2	2	25	3	2	-149	2
O=c1nc(NC2CCCC2)ccn1Cc1cccc(Br)c1	-7	-7	5	4	-6	8	-1	12	-2
Cc1ccc(-c2ccc(CCC(=O)O)n2-c2ccc(C(=O)O)cc2)cc1	-15	-9	-8	3	-22	-5	-3	-78	-16
CCN1/C(=C2\OC(=S)N(C)C2=O)C=Cc2ccccc21	2	2	90	-3	3	-82	4	24	9
CNc1nc(Cl)c(SC)c(N2CCOCC2)n1	-5	-8	1	-3	6	-1	3	6	-18
Cc1ccc(/C=C2\SC(=S)N(CCC(=O)N3CCCCC3)C2=O)cc1	-20	0	0	1	11	-7	-2	23	-12
Nc1ccc(Br)c[n+]1Cc1cccc2cccnc12	-3	4	2	-6	-19	-2	-1	12	4
Cc1ccc(/C=C(\NC(=O)c2ccccc2)C(=O)NC2CCN(Cc3ccccc3)CC2)o1	3	9	-10	-4	0	-13	4	6	-8
Cc1cc(C)nc(Nc2cccc(C(F)(F)F)c2)n1	19	3	1	0	6	-8	-2	0	-1
O=C(/C=C/c1ccco1)NCC(=O)N/N=C/c1ccc([N+](=O)[O-])cc1	22	-12	1	-1	21	-20	-2	14	-11
CCOC(=O)[C@H]1[C@H]2COc3ccc(C)cc3[C@@H]2N2C(=O)CN(Cc3ccco3)C(=O)[C@@]12C	7	-8	-7	-3	-1	-14	-2	-2	-7
CCOC(=O)C1CCCN(C(=O)COC(=O)c2cccs2)C1 (stereo not drawn)	2	9	1	-6	0	3	-4	14	4
COCCCNC(=O)CN1C(=O)CSc2ncccc21	-6	-9	4	-1	-13	-4	-2	8	-2
O=C(c1ccccc1)c1ccc(OC(=O)C2CCCCC2)cc1	21	5	0	-1	9	2	-4	9	-3
CCc1cccc(NC(=O)CNC(=O)N2CC(=O)Nc3ccccc32)c1	-9	3	-2	-5	2	10	4	0	-10
COc1nc(N(C)S(=O)(=O)c2ccc(C)cc2)nc(C)c1Br	1	-3	-2	2	-18	4	-3	7	-3
O=C(O)c1ccc(-c2nc(-c3ccccc3)cs2)cc1	97*	89*	3	4	-15	-3	-2	-87	92*
Nn1c(-c2ccccc2)nc2cc(Cl)ccc2c1=O	-19	3	1	-5	10	1	0	18	2
O=C(c1ccc(Cl)c(Cl)c1)N1CCCC1	-7	-4	2	-1	9	0	-2	22	-1
COc1ccc(C(=O)NCC(=O)NCC(=O)OCC(=O)c2cccs2)cc1	-8	1	2	5	-12	-12	-2	5	-10
Cc1nc2ccccc2nc1OCc1cccc(Cl)c1	-10	2	-1	-7	-10	6	0	-64	-4

Random excerpt: 5 compounds from above
SMILES	SENP6 inh	SENP7 block	SENP1 FRET inh	HKDC1 inh	PfGluPho inh	UBC13 polyUb	beta cell repl	SENP8 block-1	SENP8 block-2
O=C(c1ccc(Cl)c(Cl)c1)N1CCCC1	-7	-4	2	-1	9	0	-2	22	-1
COc1nc(N(C)S(=O)(=O)c2ccc(C)cc2)nc(C)c1Br	1	-3	-2	2	-18	4	-3	7	-3
COCCCNC(=O)CN1C(=O)CSc2ncccc21	-6	-9	4	-1	-13	-4	-2	8	-2
COc1ccc(C(=O)NCC(=O)NCC(=O)OCC(=O)c2cccs2)cc1	-8	1	2	5	-12	-12	-2	5	-10
O=C(O)c1ccc(-c2nc(-c3ccccc3)cs2)cc1	97*	89*	3	4	-15	-3	-2	-87	92*

Remaining list, next part
SMILES	SENP6 inh	SENP7 block	SENP1 FRET inh	HKDC1 inh	PfGluPho inh	UBC13 polyUb	beta cell repl	SENP8 block-1	SENP8 block-2
CC(=O)Nc1ccc(N(C(=O)c2ccco2)C(C(=O)NC2CCCC2)c2cccs2)cc1 (stereo not drawn)	27	6	1	-2	2	4	3	9	3
CN(C)c1ccc(-c2cc(O)c3ncccc3c2)cc1	35	17	-11	-22	5	-24	-6	-292	17
C/C(=C\c1cccs1)C(=O)c1c(C)cc(C)[nH]c1=O	-4	1	1	-5	10	2	0	17	0
C[C@H](NC(=O)C1CCC(CNC(=O)[C@@H]2CCCN2C(=O)OC(C)(C)C)CC1)C(=O)O (stereo partly drawn)	13	8	1	-8	10	6	3	17	3
CC(C)COC(=O)Nc1ccccc1C(=O)N1CCOCC1	-17	6	1	1	-9	13	-4	11	-3
COc1cc(NCCCn2cnc(C(=O)Nc3ccc(C)c(C)c3)n2)cc(OC)c1OC	x	x	0	8	73*	x	x	6	x
O=C(COC(=O)/C=C/c1ccccc1)NC1CC1	-8	11	-2	-4	6	9	-1	22	-4
CC1CCC2(CC1)NC(=O)N(NC(=O)c1cccc(N(C)C)c1)C2=O (stereo not drawn)	-15	-8	1	-3	-4	-3	-1	-361	-18
O=C(O)C(Cc1ccccc1)NC(=O)C(Cc1ccccc1)NC(=O)C12CC3CC(CC(C3)C1)C2 (stereo not drawn)	6	3	2	-4	-11	-12	4	33	2
COc1ccc2c(c1)CC=C1C2CCC2(C)C(=O)C(=NO)CC12 (stereo not drawn)	x	x	0	-2	8	x	x	8	x
COc1c2ccccc2c(OC)c2ccccc12	-7	0	-175	7	-5	17	-3	-351	7
COc1ccc(CCN2CC(C(=O)NCCc3ccccc3C)CCC2=O)cc1 (stereo not drawn)	-4	7	3	-3	2	10	-3	21	-4
Cc1ccccc1-c1nc(CS(=O)(=O)CC(=O)NC2CC2)c(C)o1	-3	15	2	-1	-14	-4	-2	5	-8
Cc1onc(-c2ccccc2Cl)c1C(=O)NC(C)c1ccccc1 (stereo not drawn)	12	-12	-1	-6	-5	-12	1	2	-4
Cc1ccc(C(=O)NNC2=Nc3cc([N+](=O)[O-])ccc3OC2)cc1	-18	-5	3	-4	-18	-13	-3	21	-6
Cc1[nH]c2ccccc2c1/C=N\NC(=O)Cn1nnc(-c2ccccc2)n1	-9	11	2	-6	-12	-20	-1	3	-1
Oc1ccc(F)c2cccnc12	0	4	0	10	13	-5	-1	18	6
CCCCn1nnc(NC(=O)COc2cc(C)ccc2C(C)C)n1	-1	-16	0	-2	-20	8	-4	38	3
Cc1cc(C)cc(C(=O)NC(CC(N)=O)c2ccc(NC3CCCCCC3)c([N+](=O)[O-])c2)c1 (stereo not drawn)	-16	1	4	-1	-10	-21	-6	19	-1
CCOC(=O)c1c(C)[nH]c(C)c1C(=O)COC(=O)/C=C/c1cccc(F)c1	x	x	1	13	-1	x	x	15	x
COc1cc(C(=O)Nc2ccc(S(=O)(=O)Nc3ncccn3)cc2)c([N+](=O)[O-])cc1OC	-17	-2	3	-2	-2	-8	-1	0	-5
FC(F)(F)c1cnc(N2CCSCC2)c(Cl)c1	4	8	1	-3	-1	2	-3	15	5
CCOC(=O)NC1(C(F)(F)F)C(=O)NC(C)=C1C(=O)OC (stereo not drawn)	-12	3	1	-3	-15	0	2	10	7
Cc1ccc(S(=O)(=O)Nc2cc(Cl)c(O)c3ncccc23)cc1	2	16	1	10	35	5	-7	22	-4
CCOC(=O)C1CCCN(C(=O)c2ccc(CS(=O)(=O)Cc3ccccc3C)o2)C1 (stereo not drawn)	-13	1	2	-8	-9	-2	3	11	-6
OCC1(Cc2ccc(Cl)cc2)CCN(CCCc2ccccc2)CC1	-3	-7	-1	-9	13	12	-5	14	-13
COc1ccccc1OCC(=O)Nc1ccc(S(=O)(=O)NC(C)=O)cc1	5	1	1	-10	-10	-2	-1	15	-2
O=C(CN1CCN(Cc2ccc(F)cc2)CC1)Nc1nc2ccccc2s1	5	1	-2	-5	5	6	-1	3	5
COc1ccccc1-n1c(SCC(=O)c2ccc(O)cc2O)nc2cc([N+](=O)[O-])ccc21	-4	-6	3	-4	54	-20	0	20	-8
C=CCn1c(SCC(=O)NCC2CCCO2)nnc1-c1ccncc1 (stereo not drawn)	-2	0	0	-3	-10	8	3	3	3
O=C(O)[C@H]1Cc2ccccc2CN1S(=O)(=O)c1ccc(F)cc1	0	5	2	-4	-3	12	-1	1	-2
CCOC(=O)C1CCN(C(=O)CN(Cc2ccc(Cl)cc2)S(C)(=O)=O)CC1	-3	0	2	-2	-9	-3	2	13	7
O=C(Cn1ncc2c3ccccc3n(Cc3ccc(F)cc3)c2c1=O)N1CCN(c2ncccn2)CC1	-10	6	-3	4	11	21	1	-92	-4
Cc1ccc(C)c(OCC(=O)Nc2cc(C)on2)c1	-10	8	0	-4	8	-3	-3	23	-10
CCc1ccc(OCc2nnc(SCC(=O)NCC3CCCO3)n2C)cc1 (stereo not drawn)	15	6	1	-6	-6	4	-2	11	2
Cc1nn(CCC#N)c(C)c1Oc1ccccc1O	-20	-7	2	-2	1	-5	-3	22	-2
COc1ccccc1CNC(=O)CSc1nnc2c(Cl)cc(C(F)(F)F)cn12	4	11	-6	-4	9	-8	0	-123	3
COC(=O)C(Cc1cccc(C)n1)(c1ccccc1)c1ccccc1	x	x	0	0	10	x	x	11	x
COC(=O)Cc1ccc(NC(=S)N2CCN(CCO)CC2)cc1	9	5	6	-3	4	-2	-1	36	1
CCOC(=O)C1(Cc2ccc(Cl)cc2)CCN(C(=O)C2CCCO2)CC1 (stereo not drawn)	-2	1	-1	-8	-12	6	-1	14	0
CCN1CCN(S(=O)(=O)c2ccc(Cl)c(C(=O)Nc3ccccc3N3CCCC3)c2)CC1	-8	3	2	-2	9	2	1	12	3
C/C(=N\Nc1nc(N)cc(Cl)n1)c1cccc([N+](=O)[O-])c1	-8	-12	1	-8	19	17	-1	21	-5
O=C1c2cccc3c(O)ccc(c23)C(=O)N1Cc1ccccc1	10	5	-16	12	-33	-89	2	-194	8
CCOC(=O)[C@H]1[C@H]2COc3cc(OC)ccc3[C@@H]2N2C(=O)CN(C)C(=O)[C@@]12C	2	-4	1	-2	12	12	1	16	4

Random draw from the library. Share with any hit: about 4%.
